ERp5 inh = inhibitors of human ERp5 | ERp5 insulin aggregation, absorbance 650 nm, 90 min | AID 651711 | Q15084 | inhibition, % at 9.99 µM | hit rate 0.05% among 350,000;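 active = mean replicate inhibition above about 25%, with every replicate also reaching it, limit read from the data, passing the limit was not always enough; inconclusive = only one of those two criteria met; inactive = neither criterion met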
Target sequence (Q15084 whole entry, looked up): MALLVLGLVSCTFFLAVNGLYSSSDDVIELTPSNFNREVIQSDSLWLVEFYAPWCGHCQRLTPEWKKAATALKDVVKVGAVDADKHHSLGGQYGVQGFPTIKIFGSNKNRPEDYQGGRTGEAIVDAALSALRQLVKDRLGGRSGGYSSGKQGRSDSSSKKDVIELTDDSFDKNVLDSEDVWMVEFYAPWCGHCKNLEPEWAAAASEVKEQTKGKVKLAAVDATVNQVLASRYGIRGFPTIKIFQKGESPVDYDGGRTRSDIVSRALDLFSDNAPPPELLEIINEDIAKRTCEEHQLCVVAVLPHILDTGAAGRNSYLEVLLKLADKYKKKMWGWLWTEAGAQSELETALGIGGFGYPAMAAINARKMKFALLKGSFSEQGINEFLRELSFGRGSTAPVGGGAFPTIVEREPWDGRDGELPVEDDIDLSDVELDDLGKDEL
RAD52 inh = blocks human RAD52 DNA annealing. hit rate 0.46% among 360,000. recombinant RAD52 DNA annealing, FRET fluorescence. P43351. inhibition, % at 18.7 µM;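 active = every replicate showing at least 50% inhibition; inconclusive = mean inhibition at least 50% but not in every replicate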
Xi reactivation = activators of X-chromosome reactivation in mouse fibroblasts; XiGFP mouse fibroblasts, % GFP-positive cells imaging, 3 d; cells co-treated with 5-aza-dC sensitizer; scaled so ellipticine positive control = 100%; activation, % at 7.58 µM; hit rate 0.055% among 360,000;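 active = mean normalized replicate activation at least 10% and every replicate at or above 10%; inconclusive = only one of the two criteria met; inactive = mean below 10% and not all replicates reach 10%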;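 also: 0% = median of on-plate neutral control wells and 100% = ellipticine 6 µM median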
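Material: XiGFP fibroblasts, SV40-immortalized. Buffer or medium: DMEM plus 5-aza-dC sensitizer. Compound: single concentration per compound, delivered by pin transfer. Times: 3 days compound exposure. Controls: ellipticine 6 µM.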
ERAP1 HTS inh = blocks human ERAP1 aminopeptidase activity | Q9NZ08 | recombinant ERAP1, Leu-AMC fluorescence, 60 min | AID 652197 | inhibition, % at 10.7 µM | hit rate 0.15% among 340,000;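 active = mean replicate inhibition of at least 30%, or all replicates individually reaching that 30% level; inactive = mean below 30% and not every replicate reaching it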;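 also: 0% = neutral control wells and 100% = L-leucinethiol positive control wells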
S100A4 MyoIIA = blocks human S100A4 binding to myosin IIA peptide. P26447. S100A4/TAMRA-MyoIIA peptide fluorescence polarization. inhibition, % at 10.7 µM. hit rate 0.14% among 360,000. AID 652163;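 active = mean inhibition of at least 70% across replicates, with every replicate also reaching that level; inconclusive = mean inhibition reaches 70% but some replicates fall short; inactive = mean inhibition below 70%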
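assay system = human S100A4 monomer with TAMRA-labelled myosin IIA peptide | also added = labelled myosin peptide probe, 5 nM | incubation = 5 min between mix addition and reading | control set = DMSO and TFP controls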
RAD54 branch = blocks human RAD54 Holliday junction branch migration; Q92698; FAM/BHQ fluorescence; inhibition, % at 10.4 µM; hit rate 0.14% among 360,000; AID 602329;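 active = mean normalized replicate activity at least 40 and at least half of replicates scoring 40 or more; inconclusive = only one of the two criteria met; inactive = mean below 40 and under half of replicates reaching 40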;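 also: 0% = median of neutral control wells and 100% = median of positive control wells; inhibitors cause a drop in the FAM fluorescence signal; in these data hits start at about 50%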
esBAF inh = inhibitors of esBAF chromatin remodeling in mouse ES cells. Bmi1-luciferase knock-in reporter, 24 h; 100% = twice the neutral-well signal. reporter increase, % at 12.5 µM. hit rate 2% among 350,000. AID 602393; in the data active = activation above about 40%; inconclusive = no clear call, values can overlap the other calls;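 also: 0% = median of the plate's neutral control wells and 100% = double that signal; a rise in the Bmi1 reporter signal indicates esBAF inhibition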
E-selectin induc = induces E-selectin expression in human endothelial cells. P16581. HUVEC E-selectin immunofluorescence imaging; normalized: neutral wells 0, TNF-alpha wells 100. activation, % at 7.58 µM. hit rate 0.37% among 260,000;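 active = mean E-selectin-positive cell signal at least 10% of the positive control, reached in at least 60% of replicates, without over 20% cell loss; inconclusive = no rule given, readout overlaps actives, possibly toxicity-flagged; inactive = the rest, including those meeting only one limit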;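 also: in these data hits start at about 27%; measured in HUVEC primary endothelial cells; signal is the percent of cells scored E-selectin positive by PE staining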
Target sequence (P16581 whole entry, looked up): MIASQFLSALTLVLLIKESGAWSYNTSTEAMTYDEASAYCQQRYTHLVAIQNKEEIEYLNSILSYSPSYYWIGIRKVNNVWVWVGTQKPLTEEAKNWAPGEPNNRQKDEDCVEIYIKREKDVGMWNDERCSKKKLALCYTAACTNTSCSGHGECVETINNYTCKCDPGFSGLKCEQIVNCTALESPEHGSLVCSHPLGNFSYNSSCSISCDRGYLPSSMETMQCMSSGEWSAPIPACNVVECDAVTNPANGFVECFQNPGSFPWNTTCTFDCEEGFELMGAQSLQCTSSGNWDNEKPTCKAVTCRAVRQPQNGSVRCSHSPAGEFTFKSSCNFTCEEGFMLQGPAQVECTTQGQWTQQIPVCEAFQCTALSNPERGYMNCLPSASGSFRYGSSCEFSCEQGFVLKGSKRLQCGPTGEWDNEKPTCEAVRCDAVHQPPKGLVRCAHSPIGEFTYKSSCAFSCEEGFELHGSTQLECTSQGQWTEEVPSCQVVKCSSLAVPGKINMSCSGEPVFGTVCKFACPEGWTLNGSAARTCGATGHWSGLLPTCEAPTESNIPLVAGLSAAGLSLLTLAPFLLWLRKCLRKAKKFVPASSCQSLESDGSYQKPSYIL
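Material: HUVEC primary endothelial cells; Amount: 3,000 cells per well; Dosing: single concentration; Medium: EGM-2 growth medium on 0.1% gelatin-coated wells; Read-out basis: percent E-selectin-positive cells; Signal: immunofluorescence imaging; Control set: TNF-alpha, DMSO.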
* = called active by the depositor; ? = inconclusive; nt = not tested or not shown. The order is random, and some 2.5% of all compounds hit somewhere here.

SMILES | ERp5 inh | RAD52 inh | Xi reactivation | ERAP1 HTS inh | S100A4 MyoIIA | RAD54 branch | esBAF inh | E-selectin induc
CN(C)CCCNC(=O)[C@H]1[C@H](CO)[C@H]2Cn3c(ccc(-c4cccc(F)c4)c3=O)[C@H]2N1C | -8 | -1 | 0.0 | nt | nt | -6 | 0 | -0.5
Cc1nn(C)c(Cl)c1CN1CCCC(C(=O)Nc2ccc(-c3cscn3)cc2)C1 (configuration not stated) | 6 | -3 | 0.3 | -5 | -13 | 16 | -3 | -0.1
COc1cccc(NC(=O)CN(C)C(=O)CCCc2nc3ccccc3c(=O)[nH]2)c1 | 0 | -7 | 0.3 | 8 | -1 | -1 | -7 | -0.9
O=C(OC(C(=O)NCc1ccco1)c1ccc(Cl)cc1)c1cccs1 (configuration not stated) | 0 | -23 | 0.1 | -3 | -5 | 8 | -2 | 0.5
COc1ccc(F)cc1-c1cc(C(=O)Nc2ccc(NC(C)=O)cc2)[nH]n1 | 2 | -8 | -0.1 | 1 | -4 | -5 | 6 | -0.2
C[C@@H]1CN([C@@H](C)CO)C(=O)c2cc(C#CC3CCCC3)cnc2O[C@H]1CN(C)C(=O)Nc1ccccc1 | -5 | 9 | -0.3 | 1 | 7 | -4 | 6 | -0.3
COc1cccc(CC(=O)OCC(=O)NC2CCCCCC2)c1 | -5 | -7 | 0.2 | 8 | -4 | -11 | -3 | 0.8
CO[C@@H]1CN(C)C(=O)c2cc(NC(=O)C3CCC3)ccc2OC[C@H](C)N(Cc2nccs2)C[C@@H]1C | -1 | 5 | -0.1 | -2 | 13 | 3 | -4 | -0.1
O=C(O)C1CCCCC1C(=O)NCc1ccc(Cl)c(Cl)c1 (configuration not stated) | 1 | -3 | 0.1 | -1 | 0 | nt | nt | 5.0
C[C@H]1CN([C@@H](C)CO)C(=O)c2cc(C#Cc3cccnc3)cnc2O[C@H]1CN(C)C(=O)CN(C)C | -2 | -1 | -0.3 | -4 | -33 | 2 | -5 | -0.1
COCc1cc(=O)[nH]c(SCC(=O)c2ccccc2)n1 | -1 | -1 | -0.1 | 4 | -6 | nt | nt | nt
O=C(Nc1nc2ccccc2[nH]1)c1ccc([N+](=O)[O-])cc1 | 3 | -15 | 0.0 | 7 | -2 | nt | nt | nt
C[C@@H]1CN([C@H](C)CO)C(=O)Cc2cc(NC(=O)NC3CCCCC3)ccc2O[C@H]1CN(C)C(=O)Nc1ccc(F)cc1 | 6 | 7 | 0.1 | -1 | -9 | 6 | -1 | -0.1
COc1cccc(-c2ccc([C@H]3[C@@H](CO)N4CCCCN(Cc5cncnc5)C[C@@H]34)cc2)c1 | nt | nt | 0.2 | nt | nt | -1 | -3 | 0.2
C[C@H](CO)N1C[C@H](C)[C@H](CN(C)S(C)(=O)=O)Oc2c(NS(=O)(=O)c3cn(C)cn3)cccc2C1=O | 1 | -10 | 0.1 | 1 | 10 | 4 | -2 | -9.1
CC(C)N1CCC(=O)NC1=O | 8 | -29 | 0.0 | 5 | ? | 10 | -4 | 0.6
COc1ccccc1OCCNC(=O)CNC(=O)c1ccc(C(C)(C)C)cc1 | 2 | -6 | 0.3 | 1 | -5 | -1 | 10 | nt
O=C1CC(c2ccccc2)CC2=C1CN(C1CCCCC1)CN2 (configuration not stated) | 2 | -12 | nt | 2 | 3 | -13 | 7 | nt
CCN(CC)CCN(C(=O)CN1C(=O)CCC1=O)c1nc2cc3c(cc2s1)OCO3 | 0 | -4 | -0.1 | nt | 0 | nt | nt | -0.4
CCn1nnnc1SCC(=O)Nc1ccc(N(C)C)cc1 | -4 | 6 | 0.1 | -5 | 1 | 4 | 28 | nt
COc1cc(C(=O)NNC(=O)Cc2cccs2)cc(OC)c1OC | nt | -9 | 0.1 | 3 | 2 | -11 | 5 | -1.2
CC(=O)Oc1cccc(NC(=O)c2ccc3c(c2)C(=O)N(CC(C)C)C3=O)c1 | -1 | -3 | 0.1 | 1 | 0 | 0 | 44* | nt
CCOC(=O)CN1N=C(c2ccc(C)cc2)CCC1=O | 2 | -6 | 0.0 | 2 | -13 | -7 | -3 | nt
C/C=C/c1ccc2c(c1)O[C@@H](CN(C)C(=O)CN(C)C)[C@H](C)CN([C@H](C)CO)S2(=O)=O | 0 | -5 | -1.0 | 0 | -2 | 6 | -2 | -0.4
CCC(=O)N(C)C[C@H]1Oc2cc(-c3ccc(C)cc3)ccc2S(=O)(=O)N([C@H](C)CO)C[C@@H]1C | nt | -7 | -1.0 | 1 | -10 | -10 | -6 | 0.5
O=C(COc1coc(CN2CCc3ccccc3C2)cc1=O)N1CCOCC1 | -2 | -15 | 0.2 | 2 | -2 | 7 | -9 | -0.2
COc1ccc(-c2c(C#Cc3ccsc3)c3cc(-c4ccc5c(c4)OCO5)ccc3n2C)cc1 | 4 | -29 | 0.1 | -1 | -1 | -1 | -12 | 0.2
COc1ccccc1OCC(=O)N/N=C/c1cccc2cccnc12 | 3 | -6 | 0.0 | -4 | -4 | 0 | -3 | nt
COCC(=O)N/N=C\c1ccccc1OC/C=C/c1ccccc1 | 1 | -8 | -0.1 | 0 | 1 | -1 | 30 | 1.9
O=C(NC1CC1)c1ccc(CSCc2ccc(Cl)cc2)o1 | -1 | -20 | 0.0 | -2 | 31 | -7 | 14 | 0.0
N#CC1=C(S)N(c2ccc(F)cc2)C(c2ccco2)NC1=O (configuration not stated) | 6 | -24 | 0.0 | 3 | 11 | nt | nt | 1.4
CCC(=O)N1C[C@H](C)[C@H](OC)CN(C)C(=O)c2ccc(NC(=O)c3cnccn3)cc2OC[C@@H]1C | 0 | 2 | 0.5 | 0 | -4 | -8 | -10 | -0.2
CN1C2=CC=CC=CC2=[N+](C)C12C=CC(=[N+]([O-])[O-])C=C2[N+](=O)[O-] (configuration not stated) | 0 | -25 | 0.1 | -1 | 13 | nt | nt | -0.6
CCOc1ccc(S(=O)(=O)N2CCC(C(=O)N3CCN(Cc4ccccc4)CC3)CC2)cc1 | 2 | -4 | 0.0 | 1 | -1 | 5 | nt | nt
COCC1CCN(C(=O)C2CCC(=O)N(C3CCCCCC3)C2)CC1 (configuration not stated) | 2 | -2 | -0.1 | 0 | 0 | 4 | nt | -0.5
CCOC(=O)c1cnc2c(cnn2C)c1Oc1ccc(OC)cc1 | 3 | -24 | 0.0 | 6 | -6 | nt | nt | 1.1
COc1ccccc1NC(=S)NCc1ccc2c(c1)cc(C)n2C | 2 | -1 | 0.3 | 6 | 7 | -1 | 14 | 0.8
CCOC(=O)C1CCCN(S(=O)(=O)c2c(C)noc2C)C1 (configuration not stated) | 0 | -7 | 0.0 | 0 | 2 | -14 | -8 | 0.0
C[C@@H]1CN([C@@H](C)CO)C(=O)c2cc(NS(=O)(=O)c3cccs3)ccc2O[C@@H]1CN(C)Cc1ccncc1 | 11 | -5 | 0.0 | nt | -18 | -3 | -5 | 3.0
CCOC(=O)c1c(NC(=O)C(C)S(=O)(=O)c2cn(CC)c3ccccc23)sc2c1CCCC2 (configuration not stated) | -9 | -8 | -0.1 | 6 | -2 | 10 | -21 | -0.1
CC(=O)Nc1ccc(N=c2cc([N+](=O)[O-])cc(Cl)n2O)cc1 | -3 | 2 | 0.4 | -4 | -3 | -17 | -7 | 0.0
Cc1ccc(CNC(=O)CN(CCc2ccccc2)S(C)(=O)=O)cc1 | -2 | 6 | 0.1 | -4 | 29 | nt | nt | nt
CC(C)NC(=O)N(C)C[C@@H]1Oc2c(NC(=O)Nc3ccc(C(F)(F)F)cc3)cccc2C(=O)N([C@@H](C)CO)C[C@H]1C | -3 | 19 | 0.3 | -6 | -2 | -5 | -14 | nt
Cc1cc(NC(=O)COC(=O)C2CC(=O)N(c3ccccc3)C2)no1 (configuration not stated) | 1 | -2 | 0.2 | -2 | 1 | 8 | 0 | 0.0
Cc1ccc(Cl)cc1NC(=O)COC(=O)CN1C(=O)C2CCCCC2C1=O (configuration not stated) | -6 | 11 | 0.0 | 0 | 3 | 0 | -4 | -0.6
N#C[C@H]1[C@@H](c2ccccc2)[C@@H](CO)N1C(=O)Cc1ccccc1 | 2 | 5 | 0.1 | 1 | -1 | -8 | 9 | -0.1
Cn1c(N)c(C(=O)COC(=O)/C=C/c2ccccc2F)c(=O)n(C)c1=O | 2 | -7 | 0.3 | 2 | 6 | 4 | 4 | -0.1
C[C@H]1CN([C@@H](C)CO)C(=O)c2cc(-c3cncnc3)cnc2O[C@@H]1CN(C)C(=O)Cc1cccnc1 | -8 | 14 | -0.3 | -4 | -11 | -2 | 2 | -0.3
COC(=O)Cc1ccc(N(Cc2ccccc2F)S(=O)(=O)c2ccc(C)cc2)cc1 | -1 | -5 | 0.0 | -1 | -6 | nt | nt | nt
Cc1cccc(NC(=O)c2cc[n+]([O-])cc2)c1C | 2 | -9 | 0.3 | -7 | 3 | -9 | 2 | -9.1
CSc1snnc1-c1ccccc1 | 1 | -15 | 0.0 | -2 | -29 | nt | nt | -1.4
CN1CC[C@@]2([C@@]34CCN(C)C3Nc3ccccc34)c3ccccc3NC12 (some centres not stated) | 2 | 12 | nt | 0 | -11 | 0 | 1 | nt
COc1ccc(C(CC(=O)Nc2cc([N+](=O)[O-])ccc2OC)c2ccccc2)cc1 (configuration not stated) | 3 | -7 | -0.1 | -3 | 3 | 14 | nt | nt
C[C@@H]1CN([C@H](C)CO)C(=O)c2cccc(NS(=O)(=O)c3ccccc3)c2O[C@H]1CN(C)Cc1ccccc1 | -4 | 23 | 0.1 | 0 | 9 | -11 | -6 | 1.2
COc1ccc2c3c([nH]c2c1)[C@@H](CO)N(C(=O)c1ccc(F)cc1)CC31CN(Cc2cccnc2)C1 | 2 | 2 | 0.4 | -3 | -32 | nt | nt | -0.2
CN=Cc1sc2ccccc2c1O | 4 | -22 | nt | -2 | -9 | -23 | 6 | nt
COc1ccc(NC(=O)N(C)C[C@@H]2Oc3ccc(NC(=O)Cc4cn(C)c5ccccc45)cc3C(=O)N([C@@H](C)CO)C[C@H]2C)cc1 | -4 | -15 | 0.3 | 3 | 0 | -4 | 2 | -7.3
O=C(NCc1ccncc1)[C@@H]1N[C@@H]2c3ccc(/C=C/c4ccccc4)c(=O)n3C[C@@H]2[C@H]1CO | -8 | -14 | 0.2 | 0 | -6 | -10 | -3 | 0.2
COC(=O)[C@]1(C)CCC[C@@]2(C)C3CC[C@]4(OC(C)=O)C[C@@]3(CCC21)CC4=NO (some centres not stated) | 4 | -2 | 0.0 | -1 | 0 | 4 | 3 | 0.0

Assay outcomes (PubChem BioAssay)
